Assay outcomes as filed in PubChem.
Salmonella PhoP GFP = Inhibition of PhoP regulon, Salmonella typhi GFP reporter cells, confirmation, 4 h (AID 1850) | Salmonella Typhi PhoP-promoter GFP reporter, fluorescence, 4 h; higher % means a stronger effect | one-dose inhibition, % at 50 µM; IC50 in µM for titrated hits | 310,000 tested, 0.33% active; in the data active means a potency from the dose series; inconclusive means inhibition mostly from about 25% at the one dose, without a potency; inactive means the rest, 99 in 100 with inhibition below about 19%;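 further: 0% = induced wells with vehicle and 100% = uninduced wells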
M. tuberculosis = growth inhibition of non-replicating M. tuberculosis (AID 488890); 320,000 tested, 0.39% active; one-dose inhibition, % at 25 µM; IC50 in µM for titrated hits; Mycobacterium tuberculosis non-replicating, growth inhibition; higher % means a stronger effect; in the data active means a potency from the dose series; inconclusive means inhibition mostly from about 82% at the one dose, without a potency; inactive means the rest, 99 in 100 with inhibition below about 76%;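 further: plate controls were DMSO cells for no effect and high antibiotic wells for full effect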
influenza NS1A = NS1A inhibition, H1N1 influenza, cell based functional assay (AID 504329); NS1A functional cell-based assay, percent inhibition; higher % means a stronger effect; inhibition, % at 12.5 µM; hits with a dose series show IC50 in µM; 340,000 tested, 0.3% active; in the data active means a potency from the dose series; inconclusive means inhibition above about 27% without an active follow-up result; further: strong numbers were not always called active
H37Rv inhibition = M. tuberculosis growth inhibition, HTS (AID 449762); M. tuberculosis H37Rv growth inhibition, 7H9 media; higher % means a stronger effect; one-dose inhibition, % at 25 µM; IC50 in µM for titrated hits; 330,000 tested, 0.59% active; in the data active means a potency from the dose series; inconclusive means inhibition above about 70% without an active follow-up result;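 further: bacterial growth assessed after seven days of incubation; strong numbers were not always called active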
VEEV TC-83 Vero = inhibitors of VEEV TC-83 cytopathic effect, confirmation, Vero cells (AID 588727); one-dose inhibition, % at 20 µM; IC50 in µM for titrated hits; Vero cells, VEEV TC-83 cytopathic effect inhibition; higher % means a stronger effect; 350,000 tested, 0.13% active; in the data active means a potency from the dose series; inconclusive means inhibition mostly from about 14% at the one dose, without a potency; inactive means the rest, 99 in 100 with inhibition below about 12%; further: strong numbers were not always called active
VEEV TC-83 Vero 10K pilot screen = also measured in VEEV TC-83 Vero; calls as there; inhibition, %; measured here: 10K pilot screen inhibition
Active calls of the source: *; i = inactive; ? = inconclusive; / = not tested or not shown. The order is random, and some 1.4% of all compounds hit somewhere here.

SMILES	Salmonella PhoP GFP	M. tuberculosis	influenza NS1A	H37Rv inhibition	VEEV TC-83 Vero	others
O=C(Nc1ccc(S(=O)(=O)N2CCCCC2)cc1)c1ccco1	-1%	4%	9%	3%	1.9%
C#CCOCCOCCOCCNc1nc(N2CCN(C(=O)[C@H](CCC(=O)O)n3cc(C(N)Cc4ccc(O)cc4)nn3)CC2)nc(N2CCN(C(=O)[C@H](Cc3cc4ccccc4[nH]3)n3cc(C(N)CC(C)C)nn3)CC2)n1 (some centres not stated)	5%	60%	/	-1%	/
CCOCCCNC(=O)c1ccc(Br)cc1	-1%	60%	-12%	-6%	0.1%
O=C(COC(=O)C(Cc1ccccc1)NC(=O)c1ccccc1)c1ccccc1 (configuration not stated)	-5%	8%	2%	4%	0.9%
CN(C(=O)COC(=O)CSCc1cccc(Cl)c1)c1c(N)n(Cc2ccccc2)c(=O)[nH]c1=O	/	9%	-11%	8%	0.5%
Cc1nc(CN(C)C(=O)c2cc(COc3ccc4ncccc4c3)on2)cs1	-4%	75%	-1%	-8%	i
Cc1nnc2ccc(-c3ccc(NS(=O)(=O)c4ccc(Cl)s4)cc3)nn12	/	-3%	-10%	-5%	11%
Cc1[nH]c2ccc(Br)cc2c(=O)c1CN1CCCCC1	6%	7%	-5%	3%	i
CN(C1CCCCC1)C(CNS(=O)(=O)c1ccccc1)c1ccccc1 (configuration not stated)	-17%	5%	4%	-6%	i
CCC(C)NC(=O)CSc1ccc(S(=O)(=O)N2CCN(Cc3ccccc3)CC2)cn1 (configuration not stated)	/	24%	-8%	-4%	0.6%
CC(=O)NCCC(Cc1ccccc1)c1ccco1 (configuration not stated)	4%	-2%	-15%	-5%	0.0%
COc1cccc(Cn2nnc(C(=O)NCc3ccc4c(c3)OCO4)c2N)c1	-5%	18%	3%	1%	0.4%
Cc1ccccc1Nc1nc(NCc2ccco2)c2ccccc2n1	-14%	?	8%	63%	0.8%
N#Cc1c(SCC(=O)Nc2nc3ccccc3s2)sc2c(O)cc(=O)[nH]c12	/	9%	1%	-7%	7.2%
Cc1ccc(-n2nnnc2SCc2nnc(-c3ccccc3Br)o2)c(C)c1	-7%	18%	-7%	-2%	i
Cn1cc(CN2CCN(Cc3cccnc3)CC2)c(-c2ccc3c(c2)OCCO3)n1	-8%	-2%	-2%	5%	1.9%
COc1ccc(-c2[nH]ncc2CN2C[C@@H]3CCC[C@H]2C3)c(F)c1	7%	-7%	-6%	-12%	0.1%
CC(=O)c1cc2c(cc1NC(=O)CN1CCN(c3ccc(F)cc3)CC1)OCO2	-10%	19%	-6%	10%	0.1%
COc1c(C)cc(C(=O)C2CCCN(C(=O)/C=C/c3ccccn3)C2)cc1C (configuration not stated)	2%	4%	-4%	25%	i
COC(=O)CCc1c(C)c(C(=O)c2cc(OC)c(OC)c(OC)c2)c2ccccn12	-9%	2%	1%	-6%	i
O=S(=O)(Nc1cccnc1)c1cccnc1	/	/	-2%	/	i
COc1ccc(C2SC[C@@H](C(=O)O)N2C(C)=O)cc1 (some centres not stated)	1%	1%	-8%	-2%	i	VEEV TC-83 Vero 10K pilot screen=0.5
CCOc1ccc(NC(=O)CCc2nnc3ccc(N4CCN(C)CC4)nn23)cc1	-10%	-9%	6%	2%	i
CCOC(=O)N/N=C\c1cccc(OC)c1	3%	0%	-19%	-3%	0.6%
COc1ccc(NC(=O)COC(=O)[C@@H]2CCCN2C(=O)c2cccs2)cc1	0%	6%	-3%	-16%	i
Cc1nn(-c2ccccc2)c(Cl)c1/C=N/NC(=O)CCNc1n[nH]c(=O)[nH]c1=O	3%	18%	/	3%	/
COCCCNc1nc2ccccc2nc1NS(=O)(=O)c1ccccc1	-15%	-3%	-2%	-3%	0.2%
O=C1c2cccnc2C(=O)N1Cc1ccc(S(=O)(=O)NCc2ccco2)s1	-15%	-6%	12%	10%	0.9%
CCCc1cc(=O)[nH]c(SCC(=O)NCC2COc3ccccc3O2)n1 (configuration not stated)	/	-32%	5%	-15%	2.1%
C=CCNC(=O)CC12CC3CC(C1)CC(CC(=O)NCC=C)(C3)C2	6%	2%	-18%	-3%	2.6%
Cc1cc(C)n(S(=O)(=O)c2ccc(Cl)cc2)n1	-4%	-12%	-27%	1%	0.9%
CCCN(CCC)C(=O)c1ccc2c(c1)S(=O)(=O)c1ccccc1C2=O	-1%	7%	-3%	-5%	2.8%
Cc1ccc(NC(=O)C2CCN(S(=O)(=O)c3c(C)[nH]c(=O)[nH]c3=O)CC2)cc1	-2%	0%	-15%	5%	1.5%
O=S(=O)(N/N=C\c1ccc(-c2ccccc2Cl)o1)c1ccccc1	-13%	43%	4%	0%	1.3%
CCOC(=O)c1ccc(NC(=O)CSc2nc(NC(=O)c3ccccc3)c3c(C)c(C)oc3n2)cc1	-5%	5%	-7%	4%	0.9%
CC(=O)Nc1ccc2oc(-c3ccccc3Br)nc2c1	-3%	-12%	-5%	8%	2.7%	VEEV TC-83 Vero 10K pilot screen=3.0
Cc1ccc(Nc2ccncc2S(N)(=O)=O)cc1	6%	-3%	/	-4%	1.2%
O=C(c1ccco1)N1CCN(S(=O)(=O)c2c(Cl)cccc2Cl)CC1	-1%	4%	18%	4%	2.7%
CC1CCCC(NC(=O)COC(=O)[C@@H](NC(=O)c2ccccc2Cl)C(C)C)C1C (some centres not stated)	/	26%	2%	0%	i
Cc1ccccc1Cn1ccc(-c2ccc3c(c2)OCO3)n1	-3%	36%	-12%	-2%	i
O=C1CCc2cc(NS(=O)(=O)c3ccc(Cl)cc3)cc3c2N1CC3	-6%	6%	9%	18%	7.0%
Cn1c(=O)c2[nH]c(CCC3CCCC3)nc2n(C)c1=O	/	/	-2%	/	2.5%
CCC(C)(C)NC(=O)Cc1ccc(OC)c(OC)c1	-14%	0%	-21%	4%	0.8%
NNc1nnc2c3cc(F)ccc3n(CCc3ccccc3)c2n1	13%	-4%	24%	-2%	0.6%
COc1cc(/C=C/C(=O)OCC(=O)Nc2ccccc2Sc2ccc(Cl)cc2)ccc1O	-2%	8%	2%	4%	2.5%

Ordered by number of heavy atoms (smallest number first): part of the list above
SMILES	Salmonella PhoP GFP	M. tuberculosis	influenza NS1A	H37Rv inhibition	VEEV TC-83 Vero	others
Cc1cc(C)n(S(=O)(=O)c2ccc(Cl)cc2)n1	-4%	-12%	-27%	1%	0.9%
Cn1c(=O)c2[nH]c(CCC3CCCC3)nc2n(C)c1=O	/	/	-2%	/	2.5%
Cc1ccccc1Cn1ccc(-c2ccc3c(c2)OCO3)n1	-3%	36%	-12%	-2%	i
CCCN(CCC)C(=O)c1ccc2c(c1)S(=O)(=O)c1ccccc1C2=O	-1%	7%	-3%	-5%	2.8%
CC1CCCC(NC(=O)COC(=O)[C@@H](NC(=O)c2ccccc2Cl)C(C)C)C1C (some centres not stated)	/	26%	2%	0%	i
COc1cc(/C=C/C(=O)OCC(=O)Nc2ccccc2Sc2ccc(Cl)cc2)ccc1O	-2%	8%	2%	4%	2.5%
CCOC(=O)c1ccc(NC(=O)CSc2nc(NC(=O)c3ccccc3)c3c(C)c(C)oc3n2)cc1	-5%	5%	-7%	4%	0.9%

(cont.)
SMILES	Salmonella PhoP GFP	M. tuberculosis	influenza NS1A	H37Rv inhibition	VEEV TC-83 Vero	others
Cc1ccc(C2CCN(C(=O)Nc3ccccc3)C2)cc1 (configuration not stated)	0%	?	18%	17%	4.3%
O=C(CN1CCN(C(=O)CN2C(=O)NC3(CCCC3)C2=O)CC1)Nc1cccc(F)c1	/	-17%	-7%	-9%	1.5%
O=C(CNC(=O)c1ccco1)Nc1cc(Cl)ccc1N1CCOCC1	-7%	24%	2%	3%	5.5%
O=C(CNC(=O)c1ccccc1Br)NNC(=O)c1cccs1	/	/	-18%	/	1.5%
O=C(c1ccccc1SCc1ccccc1)N1CCCCCC1	7%	28%	7%	-2%	i
COc1ccc(CC(=O)N2CCN(c3ccccc3)CC2)cc1OC	2%	7%	0%	-5%	1.0%
COc1ccc(/C=C/C(=O)O)cc1S(=O)(=O)NCc1ccccc1	-4%	-1%	9%	-2%	1.7%
CC1(C)CSC(C)(C)C(=O)N1	/	/	8%	/	1.1%
O=C(COC(=O)C1CC1)Nc1ccc([N+](=O)[O-])cc1C(F)(F)F	/	8%	4%	-5%	0.9%
CCOc1ccc(C(=O)COC(=O)c2cccc(-n3cnnn3)c2)cc1	-13%	3%	0%	-1%	2.3%
CCCN(CC(=O)Nc1ccccc1C)C(=O)c1ccc(S(=O)(=O)N2CCCCCC2)cc1	-1%	29%	-8%	-2%	8.2%
Clc1ccc(Cn2nnc(-c3ccc(CN4CCOCC4)cc3)n2)cc1	3%	49%	6%	-1%	1.9%
O=C(Nc1ccccc1Cl)c1ccc2nc(N3CCOCC3)sc2c1	-15%	20%	1%	-2%	1.4%
COC(=O)c1c(NC(=O)C(=O)N2CCOCC2)sc2c1CCCC2	1%	-2%	-7%	0%	3.0%
CCOc1ccc(-n2nnnc2-c2nc3ccccc3s2)cc1	-18%	13%	-3%	7%	i
Cc1nn(-c2nc3ccccc3s2)c(N)c1-c1ccc(Cl)cc1	5%	/	10%	1%	0.4%
COc1ccc(C=C2C(=O)c3ccccc3C2=O)cc1O	4%	0%	17%	3%	4.4%
Cc1c(Cl)cccc1NC(=O)COC(=O)Cn1cnc2c1c(=O)n(C)c(=O)n2C	/	-8%	-18%	-9%	1.3%
COc1ccc(-c2c(-c3cc(OC)cc(OC)c3)n(C)c3ccc(-c4ccn[nH]4)cc23)cc1	/	22%	-21%	>100µM*	7.0%
C=CCN(CC=C)C(=O)CN1C(=O)NC(C)(c2ccc3cc(OC)ccc3c2)C1=O (configuration not stated)	2%	4%	-15%	-7%	0.3%
NS(=O)(=O)c1cccc(NS(=O)(=O)c2ccc3ccccc3c2)c1	-12%	2%	-7%	8%	0.3%
CC(CC(C#N)(c1ccccc1)c1ccccc1)N(C)C (configuration not stated)	/	14%	0%	-1%	1.4%
COc1cc(NC(=O)CN2C(=O)C(=O)N(CC(C)C)C2=O)cc(OC)c1	/	/	0%	/	3.0%
Cc1cccc(C)c1NC(=O)NCc1ccco1	-1%	5%	1%	1%	i
CC(C)CNC(=O)c1cccc(NC(=O)c2ccc(NC(=O)c3ccco3)cc2)c1	-7%	-8%	0%	0%	i
COc1cccc(-n2nnnc2SCC(=O)c2ccc(NC(C)=O)cc2)c1	10%	-4%	-1%	-8%	i
O=C(CN1CCN(C(=O)C2CCCO2)CC1)Nc1cc(C(F)(F)F)ccc1Cl (configuration not stated)	-5%	19%	5%	4%	0.5%
O=C(CSc1n[nH]c(-c2ccccn2)n1)Nc1ccc(Cl)cc1	6%	53%	8.8µM*	?	?
O=C(O)c1cc2[nH]c3c(c2cc1Cl)CCCC3	1%	8%	-1%	1%	0.5%
C/C(=C\c1ccccc1)C(=O)NCCN1CCOCC1	-2%	17%	5%	0%	i	VEEV TC-83 Vero 10K pilot screen=0.1
CCN(CC)CC(=O)N1c2ccccc2Sc2ccc(Cl)cc21	0%	17%	0%	4%	0.3%
Cc1c(CC(=O)O)c(=O)oc2c(C)c(OCc3nn[nH]n3)ccc12	-5%	2%	-14%	-10%	0.1%
CC(=O)Nc1ccc(NC(=O)c2c(C)nn(Cc3ccccc3)c2Cl)cc1	-7%	-2%	-8%	-2%	1.1%
COc1ccc(Br)cc1S(=O)(=O)N(CC(=O)N1CCOCC1)c1ccccc1	3%	3%	-7%	5%	0.5%
CCCc1cc(=O)oc2c(C)c(OCc3nn[nH]n3)ccc12	7%	-13%	8%	-5%	i
O=C(N/N=C1\CCCc2ccccc21)c1ccc([N+](=O)[O-])cc1	-19%	?	-1%	8%	0.4%
O=C(CC1SC2=NCCN2C1=O)Nc1ccccc1 (configuration not stated)	14%	2%	-1%	-6%	0.1%
CCc1ccc(C(=O)NC2CCCCC2)s1	2%	0.94µM*	0%	9%	i
COc1ccc(NC(=O)CCNC(=O)C2CCN(S(=O)(=O)c3ccc(F)cc3)CC2)cc1OC	-4%	6%	8%	3%	i
O=C(CSc1nccc(=O)[nH]1)Nc1ccc2ccccc2c1	/	48%	-6%	9%	2.9%
CC(=O)Nc1ccc(S(=O)(=O)N(C)CC(=O)Nc2ccc(F)c(F)c2F)cc1	/	18%	-2%	-6%	0.4%
Cc1ccccc1S(=O)(=O)Cc1ccc(C(=O)N2CC(C)CC(C)C2)o1 (configuration not stated)	-8%	/	-1%	0%	i
C(=C\c1ccccc1)/CSc1nnc(-c2ccccc2)n1Cc1ccco1	-4%	26%	4%	4%	1.6%
